ERp5 inh: ERp5 (human) disulfide isomerase inhibition | Q15084 | AID 651711 | ERp5 insulin aggregation, absorbance 650 nm, 90 min | hit rate 0.05% among 350,000 | inhibition, % at 9.99 µM;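 active means mean replicate inhibition above about 25%, with every replicate also reaching it, limit read from the data, passing the limit was not always enough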
PglD DTNB: blocks C. jejuni PglD acetyltransferase activity. purified PglD enzyme, DTNB colorimetric CoA detection. inhibition, % at 12.5 µM. hit rate 0.098% among 360,000. AID 602405; in the data active means inhibition above about 16%, passing the limit was not always enough; further: strong numbers were not always called active
Casp6 inh: blocks human caspase-6 cleavage activity; purified caspase-6, Z-VEID-R110 cleavage fluorescence; P55212; inhibition, % at 12.5 µM; hit rate 0.53% among 350,000;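 active means mean inhibition across replicates at least about 35%, with every replicate also reaching that limit, limit read from the data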;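 further: 0% = median of neutral control wells and 100% = no fluorescence left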
Target sequence (P55212 24-179 limits assumed): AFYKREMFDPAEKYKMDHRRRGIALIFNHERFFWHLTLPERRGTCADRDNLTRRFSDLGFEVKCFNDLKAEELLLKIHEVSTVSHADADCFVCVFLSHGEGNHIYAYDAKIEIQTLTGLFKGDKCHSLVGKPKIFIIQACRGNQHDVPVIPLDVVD
Target sequence (P55212 194-293 limits assumed): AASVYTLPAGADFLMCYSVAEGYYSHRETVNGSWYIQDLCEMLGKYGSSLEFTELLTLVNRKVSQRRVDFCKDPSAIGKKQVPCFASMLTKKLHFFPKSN
RAD52 anneal inh: inhibitors of human RAD52 DNA annealing. P43351. recombinant RAD52 DNA annealing, FRET fluorescence. inhibition, % at 18.7 µM. hit rate 0.46% among 360,000;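 active means every replicate showing at least 50% inhibition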
E-selectin induc: E-selectin induction on HUVECs; P16581; HUVEC E-selectin immunofluorescence imaging; normalized: neutral wells 0, TNF-alpha wells 100; activation, % at 7.58 µM; hit rate 0.37% among 260,000;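 active means mean E-selectin-positive cell signal at least 10% of the positive control, reached in at least 60% of replicates, without over 20% cell loss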;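 further: in these data hits start at about 27%; measured in HUVEC primary endothelial cells; signal is the percent of cells scored E-selectin positive by PE staining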
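Read-out: % PE-positive cells | Test system: HUVEC | Doses: One compound dose added by pin transfer | Buffer or medium: EGM-2 over gelatin coat | Signal: Immunofluorescence imaging | Benchmarks: TNF-alpha, DMSO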
RAD54 inh: RAD54 (human) branch migration inhibition; inhibition, % at 10.4 µM; RAD54 Holliday junction branch migration, FAM/BHQ fluorescence; AID 602329; hit rate 0.14% among 360,000;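 active means mean normalized replicate activity at least 40 and at least half of replicates scoring 40 or more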;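 further: 0% = median of neutral control wells and 100% = median of positive control wells; inhibitors cause a drop in the FAM fluorescence signal; in these data hits start at about 50%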
Target sequence (Q92698 whole entry, looked up): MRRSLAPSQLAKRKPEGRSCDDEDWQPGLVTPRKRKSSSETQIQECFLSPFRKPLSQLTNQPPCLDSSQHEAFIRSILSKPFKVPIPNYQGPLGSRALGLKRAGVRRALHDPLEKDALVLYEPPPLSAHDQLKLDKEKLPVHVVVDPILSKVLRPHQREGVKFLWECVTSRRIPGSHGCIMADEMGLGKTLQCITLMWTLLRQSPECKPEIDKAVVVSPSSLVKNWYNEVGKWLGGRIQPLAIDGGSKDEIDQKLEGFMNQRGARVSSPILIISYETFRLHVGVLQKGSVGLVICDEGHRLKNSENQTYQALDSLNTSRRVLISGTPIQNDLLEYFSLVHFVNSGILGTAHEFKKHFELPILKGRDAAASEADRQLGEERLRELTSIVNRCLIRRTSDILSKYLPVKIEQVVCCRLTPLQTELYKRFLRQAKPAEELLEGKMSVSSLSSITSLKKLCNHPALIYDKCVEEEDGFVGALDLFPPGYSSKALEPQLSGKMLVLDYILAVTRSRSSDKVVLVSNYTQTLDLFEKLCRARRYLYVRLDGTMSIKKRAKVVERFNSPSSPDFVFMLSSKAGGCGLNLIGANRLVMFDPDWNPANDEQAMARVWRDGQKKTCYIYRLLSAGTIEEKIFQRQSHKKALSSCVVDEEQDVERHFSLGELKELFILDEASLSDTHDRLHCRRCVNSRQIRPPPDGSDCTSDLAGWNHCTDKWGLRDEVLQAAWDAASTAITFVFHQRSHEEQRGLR
ARNT-TACC3 inh: ARNT/TACC3 interaction disruption | AID 623870 | inhibition, % at 9.99 µM | AlphaScreen His-ARNT PAS-B/GST-TACC3 binding, luminescence; TACC3 fragment carries E629A point mutation | hit rate 0.66% among 390,000;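 active means mean inhibition of replicates at least 50% and at least half of replicates each reaching 50%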;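 further: 0% = complete ARNT plus TACC3 wells and 100% = ARNT alone without TACC3; many hits fall short of the cut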
esBAF inh: SWI/SNF esBAF complex inhibition. mouse ES cells, Bmi1-luciferase knock-in reporter, 24 h; 100% = twice the neutral-well signal. reporter increase, % at 12.5 µM. hit rate 2% among 350,000; in the data active means activation above about 40%;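 further: 0% = median of the plate's neutral control wells and 100% = double that signal; a rise in the Bmi1 reporter signal indicates esBAF inhibition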
Starred values were filed as active, the others as inactive.

Results for COc1ccc(-n2nnnc2C(c2ccccc2)N2CCC3(CC2)C(=O)NCN3c2ccccc2)cc1 (configuration not stated) ?
ERp5 inh: -2; PglD DTNB: 1; Casp6 inh: 1; RAD52 anneal inh: 1; E-selectin induc: 3.2; RAD54 inh: 8; esBAF inh: 6

What do the screens show for `CS(=O)(=O)N1Cc2cnnn2-c2ccccc2C1C#N` (configuration not stated)?
ERp5 inh: -5; PglD DTNB: 0; Casp6 inh: -2; RAD52 anneal inh: -22; E-selectin induc: 0.1; RAD54 inh: -5; ARNT-TACC3 inh: -1; esBAF inh: -4

Results for CCCCC/C(=N\O)c1c[nH]c2ccccc12 ?
PglD DTNB: -1; RAD54 inh: -1; ARNT-TACC3 inh: 4; esBAF inh: 1

What do the screens show for `CC(C)n1c(=O)c(C=Nc2cccc([N+](=O)[O-])c2)c(O)n(CCc2ccccc2)c1=O`?
ERp5 inh: 2; Casp6 inh: -1; RAD52 anneal inh: -59; ARNT-TACC3 inh: 1; esBAF inh: -1

Results for COc1ccccc1N1CCN(Cc2cnc(-c3ccccc3)[nH]2)CC1 ?
ERp5 inh: 3; Casp6 inh: 0; RAD52 anneal inh: -13; E-selectin induc: 5.9; ARNT-TACC3 inh: -3

What do the screens show for `C=CCn1c(O)c(C(CC)=NCCN2CCN(C(=S)NC)CC2)c(=O)[nH]c1=O`?
ERp5 inh: 4; Casp6 inh: 2; RAD52 anneal inh: -4; ARNT-TACC3 inh: -5

What do the screens show for `CCOC(=O)CNC(=O)N1Cc2cc(-c3ccccc3)ccc2-n2nncc2C1`?
ERp5 inh: 5; PglD DTNB: 2; Casp6 inh: 6; RAD52 anneal inh: 5; E-selectin induc: 0.3; RAD54 inh: -7; esBAF inh: -4

What do the screens show for `CN1CCN(c2ncnc3nc[nH]c23)CC1`?
ERp5 inh: -2; Casp6 inh: -3; RAD52 anneal inh: -11; E-selectin induc: 6.6; ARNT-TACC3 inh: -6

How did Cc1cc(C(=O)OC(C)C(=O)Nc2ccccc2)c(C)n1C1CC1 (configuration not stated) do in these assays?
ERp5 inh: -1; PglD DTNB: -1; Casp6 inh: 4; RAD52 anneal inh: -20; E-selectin induc: 1.1; RAD54 inh: 2; esBAF inh: -2

Results for CN(C)c1ccc([N+](=O)[O-])c([N+](=O)[O-])c1 ?
ERp5 inh: 6; PglD DTNB: -10; Casp6 inh: 2; RAD52 anneal inh: -233; E-selectin induc: -0.2; RAD54 inh: 1; ARNT-TACC3 inh: -3; esBAF inh: 10

How did CN(C)CC#Cc1ccc([C@@H]2[C@@H](CO)N3CCCCN(C(=O)Cc4ccccn4)C[C@H]23)cc1 do in these assays?
ERp5 inh: 0; PglD DTNB: 1; Casp6 inh: 1; RAD52 anneal inh: 61*; E-selectin induc: 0.2; RAD54 inh: -11; ARNT-TACC3 inh: -1

What do the screens show for `CCN(CC)c1ccc(N=Cc2c(O)[nH]c(=O)[nH]c2=O)cc1`?
ERp5 inh: 1; PglD DTNB: -21; Casp6 inh: 2; RAD52 anneal inh: -31; RAD54 inh: -6; ARNT-TACC3 inh: 4; esBAF inh: 10

What do the screens show for `O=c1[nH]c2ccccc2n1C1CCN(C(CCc2ccccc2)c2nnnn2-c2ccc3c(c2)OCCO3)CC1` (configuration not stated)?
ERp5 inh: 0; PglD DTNB: 4; Casp6 inh: 1; RAD52 anneal inh: -9; E-selectin induc: 0.8; RAD54 inh: 3; esBAF inh: -6

How did Cc1ccc(-c2cc(-c3ccccc3)cc(-c3ccccc3)[n+]2-c2ccccc2)cc1 do in these assays?
ERp5 inh: -4; PglD DTNB: -3; Casp6 inh: 1; RAD52 anneal inh: 9; E-selectin induc: -0.1; RAD54 inh: 11; ARNT-TACC3 inh: 5; esBAF inh: -49

What do the screens show for `COc1cc(/C=C2\C(=O)NC(=O)N(c3ccccc3)C2=O)cc(OC)c1OC`?
PglD DTNB: 8; RAD54 inh: -7; ARNT-TACC3 inh: -52; esBAF inh: -9

How did CC12CN3CCN(C1)CC(C)(C3)C2=NO do in these assays?
ERp5 inh: 5; PglD DTNB: -1; Casp6 inh: -2; RAD52 anneal inh: -10; RAD54 inh: -2; ARNT-TACC3 inh: -24; esBAF inh: -9

How did Cc1ccc(S(=O)(=O)NC(Cc2cnc[nH]2)C(=O)O)cc1 (configuration not stated) do in these assays?
ERp5 inh: -2; Casp6 inh: 0; RAD52 anneal inh: 0; E-selectin induc: 0.1; ARNT-TACC3 inh: 0

Results for C/C(O)=C(\C#N)C(=O)Nc1cc(Br)ccc1Br ?
ERp5 inh: -3; PglD DTNB: 0; Casp6 inh: 15; RAD52 anneal inh: -27; E-selectin induc: 0.5; RAD54 inh: 1; ARNT-TACC3 inh: -2; esBAF inh: 8

How did CC(C)(C)P(=O)(N1CCOCC1)N1CCOCC1 do in these assays?
ERp5 inh: 2; PglD DTNB: -2; Casp6 inh: 6; RAD52 anneal inh: 2; E-selectin induc: 1.7; RAD54 inh: -4; ARNT-TACC3 inh: -3; esBAF inh: 3

How did CN1CSC(=S)N(C)C1 do in these assays?
PglD DTNB: 9; RAD54 inh: -2; ARNT-TACC3 inh: 0; esBAF inh: 0

Results for O=C(CCc1ccccc1)N1Cc2cc(N3CCOCC3)ccc2-n2nncc2C1 ?
ERp5 inh: -8; PglD DTNB: 5; Casp6 inh: -3; RAD52 anneal inh: -22; E-selectin induc: 0.3; RAD54 inh: -8; esBAF inh: -2

What do the screens show for `CCCNC(=O)Cn1cnc2sc(C(=O)N3CCC4(CC3)OCCO4)c(C)c2c1=O`?
ERp5 inh: -7; PglD DTNB: -3; Casp6 inh: -1; RAD52 anneal inh: -3; RAD54 inh: -3; ARNT-TACC3 inh: -8; esBAF inh: 2

Results for O=C(Cc1ccccn1)N1CCCCN2[C@H](CO)[C@@H](c3ccc(C#Cc4ccccc4)cc3)[C@H]2C1 ?
ERp5 inh: -9; PglD DTNB: -2; Casp6 inh: -6; RAD52 anneal inh: -27; E-selectin induc: -0.1; RAD54 inh: -5; ARNT-TACC3 inh: 15

Results for Nc1ccccc1C(=O)OCc1ccc([N+](=O)[O-])cc1 ?
ERp5 inh: -2; PglD DTNB: -1; Casp6 inh: -3; RAD52 anneal inh: 1; RAD54 inh: 4; ARNT-TACC3 inh: 3; esBAF inh: 57*

How did Cc1cc(/C=C2\C(=O)NC(=O)N(Cc3ccccc3)C2=O)c(C)n1-c1ccc(Cl)c(C(=O)O)c1 do in these assays?
ERp5 inh: 2; Casp6 inh: 66*; RAD52 anneal inh: -133; ARNT-TACC3 inh: -5

What do the screens show for `O=C(CCCn1c(=O)[nH]c2cc(Cl)ccc2c1=O)N1CCC2(CC1)OCCO2`?
ERp5 inh: 7; Casp6 inh: 1; RAD52 anneal inh: -1; ARNT-TACC3 inh: -1

How did COC(=O)C1=C(c2cc3ccccc3o2)C[C@@H]2CC[C@H]1N2C(=O)N1CCCCC1 do in these assays?
PglD DTNB: -3; E-selectin induc: 2.4; RAD54 inh: -4; ARNT-TACC3 inh: 8; esBAF inh: -9

What do the screens show for `CCOC(=O)[C@]12Cc3ccsc3[C@H]1N(Cc1ccccc1)C(=O)c1ccccc12`?
ERp5 inh: -6; PglD DTNB: 1; Casp6 inh: -1; RAD52 anneal inh: -62; E-selectin induc: -0.1; RAD54 inh: -6; ARNT-TACC3 inh: -3; esBAF inh: -5

How did O=c1[nH]c2ccccc2n1C1CCN(C(c2ccccc2)c2nnnn2Cc2ccccc2)CC1 (configuration not stated) do in these assays?
ERp5 inh: -2; PglD DTNB: -3; Casp6 inh: 0; RAD52 anneal inh: -12; E-selectin induc: -0.2; RAD54 inh: 0; esBAF inh: 0

How did CC12C=CC(=O)CC1CCC1C2CCC2(C)C(O)C(O)CC12 (configuration not stated) do in these assays?
ERp5 inh: 3; PglD DTNB: 4; Casp6 inh: 0; RAD52 anneal inh: -11; E-selectin induc: -0.6; RAD54 inh: 3; ARNT-TACC3 inh: 0; esBAF inh: 17

Results for COC(=O)C1=C(c2ccc(F)cc2OCc2ccccc2)C[C@@H]2CC[C@H]1N2C(=O)NCc1cccc(C(F)(F)F)c1 ?
ERp5 inh: 1; PglD DTNB: 1; Casp6 inh: 0; RAD52 anneal inh: -3; E-selectin induc: 0.0; RAD54 inh: -7; ARNT-TACC3 inh: -9; esBAF inh: -4

What do the screens show for `CC1CCC(NCC(O)c2ccccc2)CC1` (configuration not stated)?
PglD DTNB: -24; RAD54 inh: 13; ARNT-TACC3 inh: 0; esBAF inh: 0

How did CC(=O)C1CCC2(O)C3CCC4=CC(=O)CCC4(C)C3CCC12C (configuration not stated) do in these assays?
ERp5 inh: 0; PglD DTNB: 0; Casp6 inh: 4; RAD52 anneal inh: -4; E-selectin induc: 0.0; RAD54 inh: -1; ARNT-TACC3 inh: -9; esBAF inh: 0

What do the screens show for `CCOP(=O)(OCC)Oc1cc(C)c(N(C)C)c(C)c1`?
ERp5 inh: 1; PglD DTNB: -1; Casp6 inh: 3; RAD52 anneal inh: -4; E-selectin induc: -0.4; RAD54 inh: -2; ARNT-TACC3 inh: -4; esBAF inh: -9

How did CC12CN3CCN(CC(C3)/C1=N/NC(N)=O)C2 do in these assays?
ERp5 inh: 3; Casp6 inh: 3; RAD52 anneal inh: -11; ARNT-TACC3 inh: -8

Results for Cc1ccc(OC(=O)N(C)C[C@H]2OCc3ccccc3-c3c(n(C)c4ccccc34)C(=O)N([C@H](C)CO)C[C@H]2C)cc1 ?
ERp5 inh: 12; Casp6 inh: -2; RAD52 anneal inh: 8; E-selectin induc: -1.8

How did CC[C@@H](CO)NC(=O)[C@@H]1C=C2c3cccc4[nH]cc(c34)C[C@H]2N(C)C1 do in these assays?
ERp5 inh: 0; PglD DTNB: -4; Casp6 inh: 62*; RAD52 anneal inh: -87; E-selectin induc: 0.0; RAD54 inh: 40; ARNT-TACC3 inh: 10; esBAF inh: -1

How did O=c1c2ccccc2[se]n1-c1ccccc1 do in these assays?
ERp5 inh: 5; PglD DTNB: 2; RAD52 anneal inh: -2; E-selectin induc: -0.1; RAD54 inh: -4; ARNT-TACC3 inh: 1; esBAF inh: 12

How did C=CCn1c(O)c(C(C)=Nc2ccc(N(CC)CC)cc2)c(=O)[nH]c1=O do in these assays?
PglD DTNB: 0; RAD54 inh: -7; ARNT-TACC3 inh: -4; esBAF inh: -1

How did CN(C)/C=C(\C=[N+](C)C)c1[nH]ncc1[N+](=O)[O-] do in these assays?
ERp5 inh: 3; PglD DTNB: 1; Casp6 inh: -3; RAD52 anneal inh: 2; E-selectin induc: -0.1; RAD54 inh: -4; ARNT-TACC3 inh: -18; esBAF inh: -8

How did CCOC(=O)C1=C(N)OC(C)=C(C(=O)OCCOC)C12C(=O)Nc1ccccc12 (configuration not stated) do in these assays?
PglD DTNB: -2; RAD54 inh: 2; ARNT-TACC3 inh: 1; esBAF inh: -2

How did c1ccc2c(CCNC3=NCCC3)c[nH]c2c1 do in these assays?
ERp5 inh: -12; PglD DTNB: 1; Casp6 inh: -6; RAD52 anneal inh: -12; RAD54 inh: -2; esBAF inh: 9

What do the screens show for `COc1cccc(CNCCc2c[nH]c3ccccc23)c1`?
ERp5 inh: 2; PglD DTNB: -3; Casp6 inh: -3; RAD52 anneal inh: 3; E-selectin induc: -0.1; RAD54 inh: -11; ARNT-TACC3 inh: -14; esBAF inh: -6

How did O=C(Cn1cc(C(=O)c2ccccc2F)c2ccccc21)NCc1ccco1 do in these assays?
PglD DTNB: 0; RAD54 inh: -5; ARNT-TACC3 inh: -8; esBAF inh: 8

Among those listed so far, two have a furan ring, fused or not.
How did COC(=O)C1=C(c2cc3ccccc3o2)C[C@@H]2CC[C@H]1N2C(=O)N1CCCCC1 do in these assays?
PglD DTNB: -3; E-selectin induc: 2.4; RAD54 inh: -4; ARNT-TACC3 inh: 8; esBAF inh: -9

How did O=C(Cn1cc(C(=O)c2ccccc2F)c2ccccc21)NCc1ccco1 do in these assays?
PglD DTNB: 0; RAD54 inh: -5; ARNT-TACC3 inh: -8; esBAF inh: 8

The list is partial; rates above refer to the full screens.
